Screens deposited in PubChem BioAssay by Sanford-Burnham Center for Chemical Genomics.
CCR6 antagonist – antagonists of human CCR6 receptor | actives 0.49% (n = 340,000) | CHO-K1 CCR6 PathHunter beta-arrestin, luminescence, CCL20-stimulated | inhibition, % at 20 µM;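 active means compounds whose inhibition of the agonist-driven luminescence signal at 20 µM reaches about 50%, limit read from the data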;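 further: cells stimulated with CCL20 at 14 nM final; plate controls were DMSO with CCL20 for no effect and DMSO without agonist for full effect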
EBI2 block – EBI2 (human) antagonism; P32249; EBI2 beta-arrestin recruitment, luminescence, 7a,25-OHC stimulated; inhibition, % at 5 µM; actives 0.81% (n = 360,000); in the data active means inhibition above about 38%;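 further: enzyme fragment complementation signal reports receptor beta-arrestin coupling in cells; 0% = agonist plus DMSO wells and 100% = wells without agonist; some results beyond the cut were filed as inactive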
CHOP UPR activ – activators of apoptotic arm of unfolded protein response (CHOP); AID 449763; activation, % at 10 µM; CHO-CHOP luciferase reporter, UPR activation, luminescence; percent of tunicamycin response over DMSO baseline; actives 0.34% (n = 330,000);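 active means at 10 µM dose, activation of 40% or more, normalized to positive control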;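 further: 100% = tunicamycin at 10 µg/mL and 0% = DMSO alone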
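System: CHO-CHOP luciferase reporter cell line; amount: 500 cells/well; buffer or medium: F12 medium containing 10% fetal bovine serum; incubation: 6 h compound exposure at 37 °C after overnight seeding; measured by: luciferase luminescence after 10 min with Steady-Glo reagent; evaluation: % reporter activation, DMSO baseline versus tunicamycin full activation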
APJ antagonist – APJ receptor antagonism; AID 2521; CHO-K1 APJ beta-arrestin complementation, luminescence; inhibition, % at 20 µM; P35414; actives 0.32% (n = 330,000);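 active means inhibition above about 40% at 20 µM, limit read from the data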;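 further: cells challenged with 10 nM apelin-13 agonist together with compound; plate controls were apelin-13 plus DMSO wells for no effect and DMSO wells lacking apelin-13 for full effect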
tim23-1 inh – growth inhibitors of tim23-1 mutant yeast | S. cerevisiae tim23-1 growth, BacTiter-Glo luminescence, 24 h | inhibition, % at 20 µM | actives 1.3% (n = 330,000) | AID 463212;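 active means growth inhibition of the mutant yeast at or above 50%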;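 further: temperature-sensitive mutant grown at 25 °C; plate controls were DMSO-treated mutant yeast for no effect and medium wells lacking yeast for full effect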
Mdm2-MdmX inh – inhibitors of human Mdm2/MdmX interaction; O15151+Q00987; SaOS-2 split-luciferase Mdm2/MdmX complementation, luminescence; inhibition, % at 8 µM; actives 3% (n = 330,000); AID 485346;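 active means inhibition of at least 50% at 8 µM in the primary screen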
Target sequence (O15151 whole entry, looked up): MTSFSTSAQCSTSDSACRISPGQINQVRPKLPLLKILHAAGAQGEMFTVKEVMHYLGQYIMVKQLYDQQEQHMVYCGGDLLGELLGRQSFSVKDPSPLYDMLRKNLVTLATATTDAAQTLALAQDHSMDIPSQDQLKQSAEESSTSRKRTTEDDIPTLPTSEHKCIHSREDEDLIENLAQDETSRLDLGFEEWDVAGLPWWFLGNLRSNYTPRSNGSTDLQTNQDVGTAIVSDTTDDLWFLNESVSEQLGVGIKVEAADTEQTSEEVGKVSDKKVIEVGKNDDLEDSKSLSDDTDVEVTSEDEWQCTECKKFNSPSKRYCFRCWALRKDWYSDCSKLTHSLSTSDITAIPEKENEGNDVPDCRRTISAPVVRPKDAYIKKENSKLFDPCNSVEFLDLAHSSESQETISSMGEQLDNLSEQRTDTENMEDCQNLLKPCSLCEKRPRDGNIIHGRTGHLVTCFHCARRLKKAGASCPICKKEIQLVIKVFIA
Target sequence (Q00987 whole entry, looked up): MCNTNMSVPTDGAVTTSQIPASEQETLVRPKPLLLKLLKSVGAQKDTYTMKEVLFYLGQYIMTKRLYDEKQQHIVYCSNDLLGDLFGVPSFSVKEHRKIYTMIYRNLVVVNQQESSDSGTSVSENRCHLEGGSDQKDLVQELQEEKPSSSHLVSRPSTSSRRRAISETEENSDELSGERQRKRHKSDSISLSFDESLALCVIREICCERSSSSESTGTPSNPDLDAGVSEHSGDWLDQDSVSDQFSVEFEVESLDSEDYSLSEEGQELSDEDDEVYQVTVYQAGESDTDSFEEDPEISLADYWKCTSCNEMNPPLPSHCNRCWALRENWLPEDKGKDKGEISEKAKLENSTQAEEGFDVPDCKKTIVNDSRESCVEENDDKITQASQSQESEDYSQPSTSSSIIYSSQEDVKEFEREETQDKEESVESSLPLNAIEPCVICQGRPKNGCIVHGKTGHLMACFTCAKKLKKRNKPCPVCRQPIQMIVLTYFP
APJ ag – agonists of human APJ apelin receptor. CHO-K1 APJ PathHunter beta-arrestin, luminescence; 0% DMSO wells, 100% apelin. AID 2520. activation, % at 20 µM. actives 0.11% (n = 330,000);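 active means activation more than six SD over the plate average, tested at 20 µM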;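 further: 0% = DMSO alone and 100% = apelin-13 at 10 nM; some results filed as inactive read as strong as hits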
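Test system – PathHunter CHO-K1 APJ (AGTRL-1) beta-arrestin reporter cells · Input – 1000 cells/well · Compound – single test compound dose, 20 µM final, 1% DMSO · Times – compound stimulation 90 min at 25 °C, detection 60 min · Technique – beta-gal luminescence · Read-out basis – APJ–arrestin association signal · Control set – negative DMSO alone, positive Apelin-13 at 10 nM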
CXCR6 inh – CXCR6 (human) receptor inhibition | CHO-K1 PathHunter CXCR6 beta-arrestin, luminescence | O00574 | actives 0.36% (n = 360,000) | inhibition, % at 20 µM; in the data active means inhibition above about 34%, passing the limit was not always enough;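 further: antagonist mode with CXCL16 agonist at 10 nM final; 0% = 10 nM CXCL16 with DMSO and 100% = unstimulated wells without agonist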
UPR XBP1 act – activators of adaptive arm of unfolded protein response (XBP1); CHO-XBP1 luciferase reporter, IRE1-XBP1 UPR activation, luminescence; percent of tunicamycin response, DMSO as zero; activation, % at 20 µM; actives 0.33% (n = 330,000); AID 463104;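 active means versus positive control, 20 µM dose yields 30% or more activation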;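 further: 100% = tunicamycin at 10 µg/mL and 0% = DMSO only wells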
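Signal: luciferase luminescence; Assay system: CHO-XBP1 luciferase reporter cells; Amount: one thousand reporter cells per well; Dosing: 20 µM single concentration, DMSO 1%; Benchmarks: high control tunicamycin 10 µg/mL final, low control DMSO vehicle only; Schedule: 6 h compound exposure at 37 °C, 5% CO2; Evaluation: percent activation relative to tunicamycin reference.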
Numbers without * were called inactive; x = no result given. An excerpt, so the mix of outcomes need not match the whole.

Order of results: APJ ag	EBI2 block	APJ antagonist	CCR6 antagonist	Mdm2-MdmX inh	CXCR6 inh	tim23-1 inh	CHOP UPR activ	UPR XBP1 act
NC(=O)c1c(N)sc(=S)n1-c1ccccc1
    0	-2	22	4	-10	-6	5	-0.7	-1
COc1ccc(Cl)cc1N1C(=NC(=O)C2CCCO2)SC2CS(=O)(=O)CC21 (stereo unspecified)
    -6	-11	-3	0	16	3	-3	1.8	-3
Cc1ccc(S(=O)(=O)c2n[nH]n3c2nc(=O)c2ccccc23)cc1
    6	-18	9	16	-4	-19	34	-0.3	-2
O=c1[nH]c(CN2CCN(c3ccccc3O)CC2)nc2scc(-c3ccccc3Cl)c12
    -6	-5	-1	13	-6	2	-15	0.0	-3
COc1cccc(SCc2noc(C(=O)NCCN(C)C)c2C(=O)NCCN(C)C)c1
    3	-11	-58	0	28	4	-14	-1.8	0
c1ccc(-c2cn(-c3ccccc3)c3[n+]2CCS3)cc1
    -2	-7	14	-5	19	0	-71	1.3	0
Cc1ccc(NC(=O)COC(=O)CCC(=O)c2cccs2)cc1C
    -2	-3	-18	1	-19	-1	13	0.2	-2
Cc1cccc(-n2nc(C)c3c2NC2=C(C(=O)CCC2)C3c2ccccn2)c1 (stereo unspecified)
    -1	1	-3	9	-29	-8	7	-3.4	-1
Cc1ccc(C(=O)CCC(=O)Nc2cccnc2)cc1C
    -2	-2	8	-3	21	-2	4	0.1	0
CC(NC(=O)CN1C(=O)NC2(CCCCCCC2)C1=O)c1ccccc1 (stereo unspecified)
    -4	4	1	1	-20	6	0	0.8	0
CC(NC(=O)CCN1C(=O)c2ccccc2C1=O)c1ccccc1 (stereo unspecified)
    1	-4	-4	1	24	5	-2	-0.6	0
CCOc1ccc(NC(=O)c2ccccc2-c2ccccc2C(=O)O)cc1
    3	-2	7	11	-9	5	2	4.7	1
CCC(=O)c1ccc(OC(=O)c2ccc(Br)o2)cc1
    -1	0	11	6	16	1	17	-0.2	-3
CCN1CCCc2cc(CN(CCN3CCOCC3)C(=S)Nc3cccc(OC)c3)ccc21
    -9	4	-14	7	15	2	8	-0.9	-2
CCC1SC2=NC(C)=C(C(=O)OC)C(c3cccs3)N2C1=O (stereo unspecified)
    1	-5	3	11	11	-1	14	-0.4	0
CC1=C/C(=C\C=C(C#N)C#N)N(C)c2ccccc21
    -4	4	36	29	37	34	-4	0.1	2
CC(C)Cn1nc(C(=O)N2CCc3ccccc32)c2ccccc2c1=O
    5	-7	5	19	23	-8	15	-0.8	-3
NC(=O)c1ccccc1N/C=C1\CCCCC1=O
    -1	-14	11	-7	-32	4	13	0.6	2
COC(=O)c1cccc(NS(C)(=O)=O)c1C
    -4	-6	18	3	18	-4	14	-0.3	4
COc1ccc(C(=O)C2C(c3ccc(-c4ccccc4[N+](=O)[O-])o3)NC(=O)NC2(O)C(F)(F)F)cc1 (stereo unspecified)
    7	-4	-74	15	26	-8	21	-2.2	-2
C#CCNc1c2c(nc3ncnn13)CC(C)CC2 (stereo unspecified)
    -6	-15	-2	1	-24	4	6	0.0	1
Cc1cc(NC(=O)COC(=O)COc2ccc3c4c(c(=O)oc3c2)CCC4)no1
    -3	-9	21	9	17	8	8	1.5	0
CCC(=O)Nc1cccc(NC(=O)CSc2nnc(C(C)C)n2CC)c1
    4	-2	2	3	22	-6	7	1.4	-4
COCCCn1c(SCCc2ccccc2)nc2cc(OC)c(OC)cc2c1=N
    -2	43	2	11	38	5	27	4.4	4
O=C(O)CN1C(=O)/C(=C/c2ccccc2Cl)Oc2ccccc21
    -1	-10	12	-1	-9	0	12	-2.0	6
Cc1ccc2c(c1)-n1c(nc3cc(Cl)ccc3c1=O)C(Cc1ccccc1)NC2=O (stereo unspecified)
    -1	x	1	x	4	x	24	-0.4	1
O=c1nc(-c2ccccc2)n(-c2ccc(Cl)cc2)[nH]1
    -2	-2	5	5	5	-15	20	-0.6	2
O=C1CCCC2=C1C1(CCCCC1)N=C(Nc1nc3ccccc3o1)N2
    4	47*	16	-26	47	2	28	1.2	10
CC(C(=O)NCc1ccc2c(c1)OCO2)N(c1ccccc1)S(C)(=O)=O (stereo unspecified)
    -4	0	9	9	10	-10	-6	-1.7	0
CC(=O)c1c(C)c2c(n1CCN(C)C)CCCC2
    -7	5	8	12	33	2	-7	-1.1	-2
COc1ccccc1-c1ocnc1C(=O)N1CCN(C(=O)C(c2ccccc2)c2ccccc2)CC1
    0	0	15	1	-12	3	18	0.5	-4
Cc1ccc(C(=O)COC(=O)CNC(=O)Cc2ccccc2)cc1[N+](=O)[O-]
    -10	-2	45*	68*	26	26	9	1.5	-3
O=C(NNC(=O)c1ccc2c(c1)OCO2)NC12CC3CC(CC(C3)C1)C2
    2	-3	-19	-9	12	-4	17	-1.9	0
CCN(CC)S(=O)(=O)c1ccc(Cl)c(NC(=O)COC(=O)c2cc(-c3ccccc3Cl)nc3ccccc23)c1
    -3	14	-7	-1	-7	2	11	-1.2	-1
C=CCOc1ccc(CN(C)CC(=O)Nc2ccccc2[N+](=O)[O-])cc1
    1	4	-1	9	-24	-5	6	2.8	0
COc1c(C=O)cc2c3c1CCCN3CCC2
    -1	-3	21	3	28	-2	18	-1.3	-3
CCn1c(SCC(=O)N2CCc3ccccc3C2)nc2sc(C)c(C)c2c1=O
    -4	12	0	9	3	8	-5	0.6	-1
Cc1cccc(S(=O)(=O)Nc2nc3ccccc3nc2NCc2ccc3c(c2)OCO3)c1
    0	-4	-3	-6	11	-3	9	1.0	1
COC(=O)[C@H](C)N(Cc1ccc(Cl)c(Cl)c1)S(=O)(=O)CCN1CCCC1
    x	-2	x	22	-4	0	38	2.8	-1
O=C(N1CCCCC1)N1CCN(S(=O)(=O)c2cccc([N+](=O)[O-])c2)CC1
    8	2	-3	-11	-12	-22	18	2.0	-9
CCOC(=O)c1c(C)[nH]c(C)c1S(=O)(=O)NCCc1ccc(SC)cc1
    -3	0	-19	12	25	2	8	8.9	-4
COc1ccc([N+](=O)[O-])cc1C(=O)NCCOc1ccc(Cl)cc1
    -1	15	-22	19	-2	7	18	2.6	2
CNC(=S)N1N=C(c2ccc(OC)cc2)CC1c1ccc(Cl)cc1Cl (stereo unspecified)
    -2	4	3	-7	3	-2	-16	0.5	-2
O=C(CCc1ccc(Oc2cc([N+](=O)[O-])cc([N+](=O)[O-])c2)cc1)N1CCCCCC1
    4	1	-71	2	-6	-2	51*	0.6	25
Nc1ccc(-n2nncc2-c2ccccc2)cc1
    -2	5	3	11	11	8	2	0.2	1
COc1ccc(-n2c(N)c(C#N)c3ccc([N+](=O)[O-])cc3c2=O)cc1
    0	-11	-3	-4	13	2	4	1.7	-3
COc1cccc(CNC(=O)COC(=O)C2CCN(c3ccc(C(F)(F)F)cn3)CC2)c1
    -1	3	18	7	1	-9	15	-1.6	-2
CC(C)/C(=N/Nc1ccccc1[N+](=O)[O-])c1ccccc1
    -1	8	9	21	-2	18	21	1.7	7
CCOC(=O)c1cc(-c2ccccc2)sc1NC(=O)C(C)C
    -4	17	2	12	-2	3	-19	2.3	-1
N#CC1=CN(Cc2ccccc2)C=C(/C=N/Nc2ccccc2)C1
    -3	1	-1	14	-5	1	21	-1.0	-2
CC(=O)/C(N=Nc1ccc(C(=O)O)cc1)=C(\C)O
    0	-5	-27	3	-28	-7	18	0.0	-1
Cc1ccc(-c2nnc(N3CCOCC3)c3ccccc23)cc1S(N)(=O)=O
    -2	8	3	7	8	1	5	-0.4	-2
CCCC(CCC(=O)Nc1cccc([N+](=O)[O-])c1)C(=O)O (stereo unspecified)
    -3	-4	20	0	7	6	12	1.9	-4
COC(=O)COc1cccc(NC(=O)c2cc(OC)cc(OC)c2)c1
    -1	-5	12	-19	6	-4	5	0.4	10
CNC(=O)C1CCCN1S(=O)(=O)c1ccc(OC)cc1 (stereo unspecified)
    -4	-12	6	-5	-4	-9	-2	-1.5	-3
CC(C)C[C@@H](CSc1ccccc1)N1CCN(CC(C)C)CCC1=O
    -4	12	6	5	-11	-2	12	2.4	3
COc1cc(C(=O)Nc2ccc(N3CCCS3(=O)=O)cc2)c([N+](=O)[O-])cc1OC
    5	0	7	7	-25	-6	8	0.0	-1
Cc1cc(NS(=O)(=O)c2ccc(NC(=O)/C=C/c3ccc(C)o3)cc2)nc(C)n1
    -2	1	6	9	4	2	1	-1.7	-3
CC(C)(C)OC(=O)CNC(=O)c1nc[nH]c1C(=O)NCC(=O)OC(C)(C)C
    5	-5	-59	15	7	-7	12	2.7	0
COCCNC(=O)/C(C#N)=C\c1ccc(CNS(=O)(=O)c2ccc(C)cc2)o1
    -1	0	-11	-1	4	-6	6	-1.5	-2

At a glance, part of the list above:
Order of results: APJ ag	EBI2 block	APJ antagonist	CCR6 antagonist	Mdm2-MdmX inh	CXCR6 inh	tim23-1 inh	CHOP UPR activ	UPR XBP1 act
COc1ccccc1-c1ocnc1C(=O)N1CCN(C(=O)C(c2ccccc2)c2ccccc2)CC1
    0	0	15	1	-12	3	18	0.5	-4
Cc1ccc(C(=O)COC(=O)CNC(=O)Cc2ccccc2)cc1[N+](=O)[O-]
    -10	-2	45*	68*	26	26	9	1.5	-3

Following part.
Order of results: APJ ag	EBI2 block	APJ antagonist	CCR6 antagonist	Mdm2-MdmX inh	CXCR6 inh	tim23-1 inh	CHOP UPR activ	UPR XBP1 act
Cc1ccc(Cl)cc1NS(=O)(=O)c1cc2[nH]c(=O)c(=O)[nH]c2cc1C
    -1	-5	-30	-2	19	12	5	2.2	-1
Cc1ccc(NC2OC(CO)C(O)C(O)C2O)cc1 (stereo unspecified)
    5	-14	-3	6	21	2	5	-1.5	-4
CC(C)c1nc(SCC(=O)N2CCN(c3ccccc3)CC2)c2c(=O)n(C)c(=O)n(C)c2n1
    16	-6	-18	4	17	-1	33	2.8	0
COCC(=O)N(Cc1nc2sc(C)c(C)c2c(=O)[nH]1)C1CCCCC1
    -1	1	-7	4	-9	-4	21	-0.1	-4
COc1ccc(C2=CC(=O)CC(c3ccc(F)cc3)C2)cn1 (stereo unspecified)
    8	20	-7	15	3	-2	9	-1.1	0
CNC(=O)COc1coc(CN2CCN(c3ccccc3OC)CC2)cc1=O
    -3	-3	20	-1	25	3	1	0.3	-6
Cc1ccc(Cl)cc1NC(=S)N(C)N
    6	-4	23	8	-26	-2	13	-0.5	-4
CCN(c1ccc(OC)cc1)S(=O)(=O)c1csc(C(=O)N2CCCC2)c1
    -5	23	26	18	30	4	17	5.2	-1
CC(C)CC(=O)NC(=S)Nc1cc(C(F)(F)F)ccc1N1CCOCC1
    -4	9	7	32	32	1	11	2.0	-1
